Screening data as filed in PubChem.
MLL CXXC-DNA inh – qHTS Fluorescence Polarization Assay for Inhibitors of MLL CXXC domain - DNA interaction. MLL-CXXC / FITC-HOXA9 DNA fluorescence polarization. Potency, µM (titrated, usually from 115 µM), without a hit: top-dose activity change, negative = inhibition, most hits filed as inhibitors. actives 0.037% (n = 290,000). AID 2662, 2010; active = well fitted inhibition curve with a large enough effect in the polarisation, with a control signal flat, not every such curve was filed as active; inconclusive = small, poorly fitted or top-dose-only effect, or effect the other way, or a change in a side signal; inactive = no such curve, though single readings can be large or run the other way; the % refers to the polarisation; note: potency is the fitted concentration of half-maximal effect
Target sequence (Q03164 whole entry, looked up, the tested form may be a part): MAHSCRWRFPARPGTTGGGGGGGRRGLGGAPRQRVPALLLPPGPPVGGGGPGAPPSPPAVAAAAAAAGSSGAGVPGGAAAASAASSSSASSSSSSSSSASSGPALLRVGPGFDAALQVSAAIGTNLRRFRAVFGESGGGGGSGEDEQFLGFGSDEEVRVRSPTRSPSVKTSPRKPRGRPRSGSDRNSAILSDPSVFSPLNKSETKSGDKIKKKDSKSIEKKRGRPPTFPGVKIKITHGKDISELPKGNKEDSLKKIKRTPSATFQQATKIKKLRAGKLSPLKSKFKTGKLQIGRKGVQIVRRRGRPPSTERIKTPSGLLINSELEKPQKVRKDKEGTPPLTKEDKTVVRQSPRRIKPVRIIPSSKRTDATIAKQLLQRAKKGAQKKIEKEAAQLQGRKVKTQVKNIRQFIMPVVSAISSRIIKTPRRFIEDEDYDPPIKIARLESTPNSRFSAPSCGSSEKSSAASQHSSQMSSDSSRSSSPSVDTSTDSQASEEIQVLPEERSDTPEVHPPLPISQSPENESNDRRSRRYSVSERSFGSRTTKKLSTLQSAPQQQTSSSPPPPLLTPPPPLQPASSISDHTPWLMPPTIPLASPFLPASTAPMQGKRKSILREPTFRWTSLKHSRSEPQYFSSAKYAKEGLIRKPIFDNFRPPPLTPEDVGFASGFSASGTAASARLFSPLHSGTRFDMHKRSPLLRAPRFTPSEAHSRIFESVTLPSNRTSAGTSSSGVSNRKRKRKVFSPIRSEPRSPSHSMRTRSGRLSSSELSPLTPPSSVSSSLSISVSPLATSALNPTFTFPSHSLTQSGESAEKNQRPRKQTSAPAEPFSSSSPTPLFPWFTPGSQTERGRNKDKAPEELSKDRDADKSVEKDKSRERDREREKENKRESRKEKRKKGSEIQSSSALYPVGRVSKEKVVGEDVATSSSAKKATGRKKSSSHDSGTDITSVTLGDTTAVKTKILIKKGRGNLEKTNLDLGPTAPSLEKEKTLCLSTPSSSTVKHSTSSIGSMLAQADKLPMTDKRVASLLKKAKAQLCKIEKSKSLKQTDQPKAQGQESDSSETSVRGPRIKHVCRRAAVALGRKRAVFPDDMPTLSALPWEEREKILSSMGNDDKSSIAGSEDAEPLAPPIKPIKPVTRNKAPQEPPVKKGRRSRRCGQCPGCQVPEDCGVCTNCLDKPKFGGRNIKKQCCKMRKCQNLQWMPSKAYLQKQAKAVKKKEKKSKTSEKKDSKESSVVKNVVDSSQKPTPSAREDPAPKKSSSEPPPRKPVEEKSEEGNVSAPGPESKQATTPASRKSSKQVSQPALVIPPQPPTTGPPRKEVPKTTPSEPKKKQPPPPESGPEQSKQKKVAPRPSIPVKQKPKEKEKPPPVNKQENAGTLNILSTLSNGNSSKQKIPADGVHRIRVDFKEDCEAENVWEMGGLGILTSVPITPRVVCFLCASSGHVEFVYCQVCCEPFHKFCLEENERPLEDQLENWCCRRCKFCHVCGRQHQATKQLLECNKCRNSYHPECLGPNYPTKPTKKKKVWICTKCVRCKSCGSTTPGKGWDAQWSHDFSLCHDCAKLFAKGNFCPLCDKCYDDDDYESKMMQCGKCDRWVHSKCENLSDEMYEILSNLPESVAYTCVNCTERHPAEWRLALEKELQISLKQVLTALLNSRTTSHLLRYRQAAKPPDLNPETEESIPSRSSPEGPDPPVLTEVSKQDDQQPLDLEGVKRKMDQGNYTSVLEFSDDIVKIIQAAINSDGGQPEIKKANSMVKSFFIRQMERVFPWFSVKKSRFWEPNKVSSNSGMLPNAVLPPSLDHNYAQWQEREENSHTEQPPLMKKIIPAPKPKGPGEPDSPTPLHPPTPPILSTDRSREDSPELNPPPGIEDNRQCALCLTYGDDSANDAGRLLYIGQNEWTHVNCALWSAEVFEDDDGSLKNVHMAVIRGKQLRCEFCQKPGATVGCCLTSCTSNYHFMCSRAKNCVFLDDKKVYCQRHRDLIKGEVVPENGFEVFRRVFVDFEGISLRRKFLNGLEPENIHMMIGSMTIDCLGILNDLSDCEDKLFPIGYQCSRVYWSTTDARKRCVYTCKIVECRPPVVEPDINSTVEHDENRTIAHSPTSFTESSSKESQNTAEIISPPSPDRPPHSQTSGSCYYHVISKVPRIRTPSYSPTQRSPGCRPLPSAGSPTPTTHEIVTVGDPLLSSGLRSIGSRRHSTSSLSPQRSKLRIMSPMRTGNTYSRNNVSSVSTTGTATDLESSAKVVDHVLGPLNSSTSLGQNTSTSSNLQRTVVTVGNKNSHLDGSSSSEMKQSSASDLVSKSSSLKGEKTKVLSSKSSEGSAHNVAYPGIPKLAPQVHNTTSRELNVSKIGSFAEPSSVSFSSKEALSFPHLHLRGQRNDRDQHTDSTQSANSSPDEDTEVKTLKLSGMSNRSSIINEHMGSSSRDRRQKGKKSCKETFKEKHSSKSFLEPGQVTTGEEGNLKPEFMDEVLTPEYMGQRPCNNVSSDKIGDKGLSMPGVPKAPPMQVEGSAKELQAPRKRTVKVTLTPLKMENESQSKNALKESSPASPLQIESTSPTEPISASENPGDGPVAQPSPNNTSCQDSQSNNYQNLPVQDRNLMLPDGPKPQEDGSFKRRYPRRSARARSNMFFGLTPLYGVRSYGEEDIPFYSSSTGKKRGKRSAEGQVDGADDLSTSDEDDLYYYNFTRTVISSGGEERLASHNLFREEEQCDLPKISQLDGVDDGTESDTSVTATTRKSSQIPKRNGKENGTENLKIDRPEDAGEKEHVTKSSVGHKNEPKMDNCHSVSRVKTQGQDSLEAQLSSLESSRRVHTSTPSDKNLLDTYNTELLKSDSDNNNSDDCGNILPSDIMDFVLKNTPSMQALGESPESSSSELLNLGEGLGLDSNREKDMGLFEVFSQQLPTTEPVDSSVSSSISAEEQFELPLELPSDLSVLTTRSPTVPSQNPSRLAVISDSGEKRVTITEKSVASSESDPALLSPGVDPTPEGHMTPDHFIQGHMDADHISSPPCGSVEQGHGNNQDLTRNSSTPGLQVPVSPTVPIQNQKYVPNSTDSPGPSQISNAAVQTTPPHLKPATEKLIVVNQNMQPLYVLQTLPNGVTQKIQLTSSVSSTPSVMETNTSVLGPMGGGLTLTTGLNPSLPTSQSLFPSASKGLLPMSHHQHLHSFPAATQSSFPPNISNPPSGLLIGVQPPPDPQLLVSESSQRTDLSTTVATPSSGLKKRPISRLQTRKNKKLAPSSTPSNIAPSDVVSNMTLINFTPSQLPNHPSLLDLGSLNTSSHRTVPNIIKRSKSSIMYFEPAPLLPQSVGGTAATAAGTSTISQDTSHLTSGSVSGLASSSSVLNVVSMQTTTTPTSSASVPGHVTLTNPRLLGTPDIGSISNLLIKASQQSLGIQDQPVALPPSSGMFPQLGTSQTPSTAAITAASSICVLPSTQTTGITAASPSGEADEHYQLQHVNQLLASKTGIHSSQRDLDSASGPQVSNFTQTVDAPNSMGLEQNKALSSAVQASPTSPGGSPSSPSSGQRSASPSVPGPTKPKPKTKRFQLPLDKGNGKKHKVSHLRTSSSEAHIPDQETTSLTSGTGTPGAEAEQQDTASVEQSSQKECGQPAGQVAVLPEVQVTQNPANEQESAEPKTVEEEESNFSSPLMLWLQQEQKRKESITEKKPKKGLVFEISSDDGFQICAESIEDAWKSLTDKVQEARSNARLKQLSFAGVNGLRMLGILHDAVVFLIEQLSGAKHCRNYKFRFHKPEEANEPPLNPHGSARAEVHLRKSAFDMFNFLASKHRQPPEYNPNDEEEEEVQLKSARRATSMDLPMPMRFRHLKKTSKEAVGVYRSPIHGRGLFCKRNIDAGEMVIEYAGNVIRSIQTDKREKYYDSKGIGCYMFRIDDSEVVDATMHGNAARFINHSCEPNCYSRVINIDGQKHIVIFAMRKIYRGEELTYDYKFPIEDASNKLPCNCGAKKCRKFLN
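Steps: dispense CXXC domain solution (7 uM) → pin compounds or unlabeled HOX-A9 DNA control → 5 min ambient → add FLSN-HOX-A9 solution (50 nM) → spin → 30 min ambient → fluorescence polarization. Tris pH 7.5/NaCl/DTT/BSA buffer.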
A-T KAP1 phos – qHTS Assay for Identifying a Potential Treatment of Ataxia-Telangiectasia | Potency, µM (highest dose often 57.5 µM), inactives show top-dose activation, hits mostly activators | actives 0.19% (n = 320,000) | […] A-T fibroblasts, KAP-1 phosphorylation AlphaLISA; neocarzinostatin DNA damage 30 min before lysis; note: potency is the fitted concentration of half-maximal effect; % of control where 0% means no effect; nearly all actives have a fitted effect of over 45% in size
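ATM-like activity read as KAP-1 phosphorylation via AlphaLISA donor/acceptor antibody pairs after lysis and 6 hr at 25C. Cells were ATM-null patient fibroblasts ([…], hTERT), dosed 60 min, then exposed to the DSB inducer NCS for 30 min.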
Tb PFK block – qHTS Assay to Find Inhibitors of T. brucei phosphofructokinase | ATP-dependent 6-phosphofructokinase (Trypanosoma brucei brucei), O15648 | T. brucei PFK, ADP-Glo luminescence | Potency, µM (highest dose often 57.5 µM), for the others: at the top dose activity, negative = inhibition, hits mostly inhibitors | actives 0.17% (n = 330,000) | AID 485367, 2010;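 note: potency is the fitted concentration of half-maximal effect; 0% = uninhibited 1x PFK enzyme wells and -100% = no-enzyme wells; nearly all actives have a fitted effect of over 60% in size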
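ADP-Glo luminescence quantified ADP after 45 min at room temperature, with 1.25 nM T. brucei PFK, 0.1 mM ATP and 0.5 mM fructose-6-phosphate in pH 8.0 TEA buffer. qHTS titrations up to 57 µM; curves classified by quality.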
Giardia killer – Small Molecules that selectively kill Giardia lamblia: qHTS; Giardia lamblia trophozoite viability; activity change, % at 7.66 µM, hits read low; actives 0.15% (n = 340,000); in the data active = activity change below about -80%; inconclusive = between about -30% and that limit;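 note: parasites exposed to compound for two days anaerobically before the ATP read; % is set by controls: 0 for no effect and ±100 for the full control effect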
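Media and compound were dispensed first, then trophozoites at 100 cells/well; plates sat 48 hrs at 37 deg C without oxygen before ATP luminescence reagent was added and read after 15-30 min at room temperature.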
Chronic BCR inh – qHTS Assay to Find Inhibitors of Chronic Active B-Cell Receptor Signaling | ABC-DLBCL IkBa-CBG/CBR reporter, luminescence ratio, 4 h | Potency, µM (series often up to 46.1 µM), for inactives: at the top dose ratio change, negative = lower green/red ratio, usual class: inhibitors | actives 0.05% (n = 340,000) | AID 493014, 2011; active = well fitted inhibition curve with a large enough effect in the signal ratio, with a control signal flat, not every such curve was filed as active; inconclusive = small, poorly fitted or top-dose-only effect, or effect the other way, or a change in a side signal; the % refers to the signal ratio;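 note: potency is the fitted concentration of half-maximal effect; plate controls were basal doxycycline-induced cells for no effect and cells given 10 µM MG132 for full effect; MG132 reads +100%, hits lower the ratio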
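Concentration-response series (up to 46 uM) were applied to TMD8 dual-reporter cells for 4 h at 37C with doxycycline. Green/red ratio, after filter-overlap correction, defined %Activity; red signal alone was normalised to basal cells and zero luminescence.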
TSHR antagonist – Antagonists of the Thyroid Stimulating Hormone Receptor: HTS campaign. activity change, negative = inhibition, % at 11.5 µM. TSHR-expressing cells, TSH-stimulated cAMP HTRF, 2 h; stronger effect = lower value. AID 504810, 2011. Thyrotropin receptor (Homo sapiens), P16473. actives 0.2% (n = 330,000);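 active = activity change below a set negative limit, meaning inhibition stronger than a set level, cut at about -70% in these data; inconclusive = activity change between two set negative limits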; note: % is set by controls: 0 for no effect and ±100 for the full control effect
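Freshly harvested TSHR cells receive pin-tooled compound, then EC80 TSH at 4nM final. After 2 hours at 37 deg C, antibody in lysis buffer and cAMP-d2 are added; 30 minutes at ambient temperature precede the HTRF read.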
Coupling enz – qHTS Assay for Inhibitors of Fructose-1,6-bisphosphate Aldolase from Giardia Lamblia: Coupling assay counterscreen; coupling enzyme system counterscreen, AmpLite Red fluorescence; activity change, negative = inhibition, % at 58.2 µM, hits read low; actives 0.67% (n = 290,000); in the data active = activity change below about -30%; note: % is set by controls: 0 for no effect and ±100 for the full control effect
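Activity here indicates interference with the coupling reaction, not aldolase inhibition. Compounds at 57.5 uM final met coupling enzymes for 10 min at RT; substrate and AmpLite Red detection followed, with a 525/598 nm fluorescence read after 20 min.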
TCR activator – Activators of T cell receptors: qHTS campaign | primary human leukocytes, anti-CD3, IL-2 HTRF, 48 h | Potency, µM (highest dose often 9.22 µM), for the others: top-dose activation of IL-2 secretion, most hits filed as activators | 330,000 tested, under 10 active | AID 504894, 2011; note: % of control where 0% means no effect
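Readout: HTRF IL-2, Eu-cryptate/d2 antibody pair, 320nm excitation, 665nm emission. Stimulus: a-CD3 beads, no co-stimulation. Cells: primary human leukocytes. Exposure: 48 hr with compound.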
KCNH2 WT inh – qHTS for Inhibitors of KCHN2 3.1: Wildtype qHTS. Voltage-gated inwardly rectifying potassium channel KCNH2 (Homo sapiens), Q12809. U2OS, BacMam KCNH2, thallium flux FluxOr; stronger effect = lower value. activity change, % at 1.84 µM. actives 0.37% (n = 340,000);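 active = maximum activity change below -70%; inconclusive = maximum activity change between -70% and -50%; inactive = maximum activity change above -50%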; note: % is set by controls: 0 for no effect and ±100 for the full control effect
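U2OS cells were transduced with wild-type KCNH2 virus (2.03 x 10^8 / mL) for 4 h at room temperature, then cultured overnight at 37 C. Thallium flux was read with FluxOr dye. Rate constants were normalized to DMSO controls.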
GALK inh – qHTS Assay for Inhibitors of Human Galactokinase (GALK) | Purified GALK, Kinase-Glo residual ATP luminescence | actives 0.007% (n = 270,000) | P51570 | Potency, µM (highest dose often 57.5 µM), for the others: at the highest dose activity change, negative = inhibition, most hits filed as inhibitors | AID 1868, 2009; note: potency is the fitted concentration of half-maximal effect; % is set by controls: 0 for no effect and ±100 for the full control effect
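Compounds were pin-transferred into ATP buffer (35 uM final), then GALK plus galactose (5 nM, 100 uM final) was added. After 1 h at room temperature, Kinase-Glo Plus was added and luminescence read after 10 min.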
Numbers without * were called inactive; & = joins results of further samples; [ ] = remark or other dose. Unless noted, calls come from the whole dose curve; as a rule, active = well fitted curve in the direction sought with a large enough effect; inconclusive = small, poorly fitted or top-dose-only effect, or another doubt; inactive = no such curve, though single readings can be large; an effect the other way counts as inactive or inconclusive. Rows are unselected; 1.6% or so of the library scored in one or more.

Screening Cc1[nH]c(=O)[nH]c(=O)c1Cc1cccc2ccccc12 returned MLL CXXC-DNA inh 24%, A-T KAP1 phos -1%, Tb PFK block 8%, Giardia killer 0, Chronic BCR inh inconclusive, TSHR antagonist 17, Coupling enz 2, TCR activator 1%, KCNH2 WT inh -2 and GALK inh 0%.
Screening CC(C)Oc1ccc(C(=O)NC(=S)Nc2ccc(CN3CCOCC3)cc2)cc1 returned MLL CXXC-DNA inh -14%, A-T KAP1 phos 18%, Tb PFK block -3%, Giardia killer -1, Chronic BCR inh 3%, TSHR antagonist -5, Coupling enz 1, TCR activator -3%[46.1 µM], KCNH2 WT inh -1 and GALK inh -3%.
For CC(CN1CCCCC1)OC(=O)c1ccc2c(c1)OCO2 (stereo not drawn) the results were MLL CXXC-DNA inh 0%, A-T KAP1 phos 1%, Tb PFK block -1%, Giardia killer 0, Chronic BCR inh 3%, TSHR antagonist 5, Coupling enz 3, TCR activator 6%, KCNH2 WT inh -7 and GALK inh -3%.
`CC1(C)CCC(=O)N(c2ccc(OC(F)(F)F)cc2)C1=O` gave MLL CXXC-DNA inh 1%, A-T KAP1 phos 41%, Tb PFK block -1%, Giardia killer -2, Chronic BCR inh -2%, TSHR antagonist -3, Coupling enz 3, TCR activator -3%, KCNH2 WT inh -10 and GALK inh 2%.
`CC(C)n1c(C(F)(F)F)nc2cc(C(=O)N3CCCCC3)ccc21` gave MLL CXXC-DNA inh -6%, A-T KAP1 phos -4%, Tb PFK block -22%, Giardia killer 17, Chronic BCR inh -1%, TSHR antagonist 7, Coupling enz 2, TCR activator -4%, KCNH2 WT inh 1 and GALK inh 2%.
`CSCCC(NC(=O)c1ccccc1)C(=O)Nc1ccc(C)cc1` (stereo not drawn) gave MLL CXXC-DNA inh -4%, Tb PFK block -1%, Giardia killer 1, Chronic BCR inh -8%, TSHR antagonist 3, Coupling enz 8, TCR activator 1%[46.1 µM], KCNH2 WT inh -1 and GALK inh 0%.
CCOC(=O)C1(Cc2cccc(OC)c2)CCN(Cc2cnc(SC)nc2)CC1 was read as MLL CXXC-DNA inh 7%, A-T KAP1 phos -3%, Tb PFK block -2%, Giardia killer -10, Chronic BCR inh -16%, TSHR antagonist 10, Coupling enz -14, TCR activator 0%, KCNH2 WT inh 3 and GALK inh -3%.
`CCc1ccccc1N1CC(C(=O)Nc2nccs2)CC1=O` (stereo not drawn) gave MLL CXXC-DNA inh 5%, A-T KAP1 phos 1%, Tb PFK block -1%, Giardia killer -16, Chronic BCR inh -5%, TSHR antagonist -3, Coupling enz 1, TCR activator -10%, KCNH2 WT inh -2 and GALK inh 0%.
For O=C(Nc1sc(-c2ccccc2)cc1C(=O)O)c1ccccc1 the results were MLL CXXC-DNA inh -14%, A-T KAP1 phos -4%, Tb PFK block 13%, Giardia killer -29, Chronic BCR inh inconclusive, TSHR antagonist -28, Coupling enz -3, TCR activator -10%, KCNH2 WT inh 5 and GALK inh -14%.
`Cc1cccc(CC(=O)NCC2CCCCC2)c1` gave MLL CXXC-DNA inh -4%, A-T KAP1 phos -10%, Tb PFK block -6%, Giardia killer inconclusive, Chronic BCR inh 6%, TSHR antagonist 11, Coupling enz 5, TCR activator 2%, KCNH2 WT inh -1 and GALK inh 6%.
`CC1CN(c2nc3c(c(=O)n(Cc4ccc(Cl)cc4)c(=O)n3C)n2C)CC(C)O1` (stereo not drawn) gave MLL CXXC-DNA inh -3%, A-T KAP1 phos 1%, Tb PFK block -1%, Giardia killer -21, Chronic BCR inh inconclusive, TSHR antagonist -6, Coupling enz 0, TCR activator -1%, KCNH2 WT inh 2 and GALK inh -4%.
Screening Cc1cc(C)nc(NC(=O)c2cccc(Br)c2)n1 returned MLL CXXC-DNA inh 0%, A-T KAP1 phos -10%, Tb PFK block 0%, Giardia killer 54[activator], Chronic BCR inh -1%, TSHR antagonist 5, Coupling enz 0, TCR activator -3%, KCNH2 WT inh -4 and GALK inh -2%.
CCCCCCCCC(=O)NC(NC(=S)N1CCOCC1)C(Cl)(Cl)Cl (stereo not drawn) was read as MLL CXXC-DNA inh 3%, A-T KAP1 phos 6%, Tb PFK block -2%, Giardia killer 1, Chronic BCR inh -4%, TSHR antagonist -19, Coupling enz 5, TCR activator -6%[46.1 µM], KCNH2 WT inh -30 and GALK inh -3%.
For O=[N+]([O-])c1ncccc1OCc1ccc(-c2ccccc2)cc1 the results were MLL CXXC-DNA inh 9%, A-T KAP1 phos 17%, Tb PFK block -7%, Giardia killer -9, Chronic BCR inh inconclusive, TSHR antagonist -3, Coupling enz 0, TCR activator 8%, KCNH2 WT inh -6 and GALK inh 7%.
For O=C(Nc1cccc(-c2nc3ccccc3[nH]2)c1)c1ccc(C(=O)Nc2cccc(-c3nc4ccccc4[nH]3)c2)cc1 the results were MLL CXXC-DNA inh 37%[activator], A-T KAP1 phos inconclusive, Tb PFK block 3%, Giardia killer -12, Chronic BCR inh inconclusive, TSHR antagonist -8, Coupling enz -1, TCR activator -4%, KCNH2 WT inh -7 and GALK inh 11%.
For CC(C)(C)c1csc(N/N=C/c2cccnc2)n1 the results were MLL CXXC-DNA inh 0%, A-T KAP1 phos -21%, Tb PFK block -3%, Giardia killer -3, Chronic BCR inh inconclusive, TSHR antagonist -13, Coupling enz -2, TCR activator 3%, KCNH2 WT inh 8 and GALK inh 5%.
CC(C)(C)C(=O)NC1CC2CCCC(C1)N2C(=O)Nc1ccc(Cl)cc1 (stereo not drawn) was read as MLL CXXC-DNA inh inconclusive, A-T KAP1 phos -7%, Tb PFK block -1%, Giardia killer 6, Chronic BCR inh 6%, TSHR antagonist 7, Coupling enz 0, TCR activator -23%, KCNH2 WT inh -21 and GALK inh 2%.
`Cc1nc2ccccn2c1C(=O)CSc1ccccc1Cl` gave MLL CXXC-DNA inh -10%, A-T KAP1 phos 0%, Tb PFK block -5%, Giardia killer 14, Chronic BCR inh 5%, TSHR antagonist -27, Coupling enz 2, TCR activator -3%, KCNH2 WT inh -11 and GALK inh 5%.
Cc1ccc(C)c(N2CCN(C(=O)CCCOc3cc(=O)n(C)c4ccccc34)CC2)c1 was read as MLL CXXC-DNA inh 14%, A-T KAP1 phos 4%, Tb PFK block 0%, Giardia killer 3, Chronic BCR inh inconclusive, TSHR antagonist -8, Coupling enz 1, TCR activator -1%, KCNH2 WT inh -12 and GALK inh -1%.
Screening COC(=O)[C@]1(C)N[C@H](CN(C)C(=O)c2ccc(F)cc2)[C@@H]2C(=O)N(Cc3ccccc3)C(=O)[C@@H]21 returned A-T KAP1 phos 1%, Tb PFK block 0%, Giardia killer -17, Chronic BCR inh 0%, TSHR antagonist -2, TCR activator -6% and KCNH2 WT inh 7.
CC1=CC(C)(C)NC(=S)N1c1cccc(C)c1 was read as MLL CXXC-DNA inh -8%, A-T KAP1 phos -3%, Tb PFK block 2%, Giardia killer -4&-17, Chronic BCR inh -4%, TSHR antagonist 15, Coupling enz -1, TCR activator -5%&6%, KCNH2 WT inh -2&6 and GALK inh 2%.
For O=C(Cn1c(=O)c2c(ncn2Cc2ccccc2)n(Cc2ccccc2)c1=O)N1CCc2ccccc21 the results were MLL CXXC-DNA inh 25%, A-T KAP1 phos 3%, Tb PFK block 0%, Giardia killer -10, Chronic BCR inh -1%, TSHR antagonist 7, Coupling enz 0, TCR activator -1%, KCNH2 WT inh -25 and GALK inh -4%.

Among those listed so far, these have a tert-butyl group:
For CC(C)(C)c1csc(N/N=C/c2cccnc2)n1 the results were MLL CXXC-DNA inh 0%, A-T KAP1 phos -21%, Tb PFK block -3%, Giardia killer -3, Chronic BCR inh inconclusive, TSHR antagonist -13, Coupling enz -2, TCR activator 3%, KCNH2 WT inh 8 and GALK inh 5%.
CC(C)(C)C(=O)NC1CC2CCCC(C1)N2C(=O)Nc1ccc(Cl)cc1 (stereo not drawn) was read as MLL CXXC-DNA inh inconclusive, A-T KAP1 phos -7%, Tb PFK block -1%, Giardia killer 6, Chronic BCR inh 6%, TSHR antagonist 7, Coupling enz 0, TCR activator -23%, KCNH2 WT inh -21 and GALK inh 2%.
